Bioassay records from PubChem BioAssay.
RXFP1 antag = blocks the human relaxin receptor RXFP1. 0.59% of 350,000 active. activity change, negative = inhibition, % at 57.5 µM. HEK293-RXFP1, relaxin-stimulated cAMP HTRF, 30 min; hits give low values. AID 1259400. Q9HBX9;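 active = activity change of -60% or lower, but not beyond a set lower limit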
Target sequence (Q9HBX9 whole entry, looked up): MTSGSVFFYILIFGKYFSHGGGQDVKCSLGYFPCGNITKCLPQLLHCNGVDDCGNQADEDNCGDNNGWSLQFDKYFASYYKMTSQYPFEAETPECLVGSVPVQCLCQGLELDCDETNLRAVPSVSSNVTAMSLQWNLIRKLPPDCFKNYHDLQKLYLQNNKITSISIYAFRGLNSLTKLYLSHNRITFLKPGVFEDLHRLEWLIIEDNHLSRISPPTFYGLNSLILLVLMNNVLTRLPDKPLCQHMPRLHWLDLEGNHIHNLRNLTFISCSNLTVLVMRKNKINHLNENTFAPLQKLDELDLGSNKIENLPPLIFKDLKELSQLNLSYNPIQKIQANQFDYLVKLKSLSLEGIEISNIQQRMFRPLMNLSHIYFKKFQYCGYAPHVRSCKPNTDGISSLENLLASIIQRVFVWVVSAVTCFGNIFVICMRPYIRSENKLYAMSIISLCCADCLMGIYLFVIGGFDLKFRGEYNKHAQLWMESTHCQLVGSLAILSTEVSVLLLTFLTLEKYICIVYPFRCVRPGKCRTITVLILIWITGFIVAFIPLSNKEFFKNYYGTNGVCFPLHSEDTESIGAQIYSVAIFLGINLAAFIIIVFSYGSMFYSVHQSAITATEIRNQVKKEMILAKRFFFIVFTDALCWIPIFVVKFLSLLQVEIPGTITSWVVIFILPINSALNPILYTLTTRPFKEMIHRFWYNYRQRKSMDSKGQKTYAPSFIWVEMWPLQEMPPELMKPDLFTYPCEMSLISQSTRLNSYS
An asterisk follows results filed as active. % is set by controls: 0 for no effect and ±100 for the full control effect.

SMILES	RXFP1 antag
CN1C[C@H]2c3ccccc3Oc3ccc(Cl)cc3[C@@H]2C1	-16
CC1(C)NC(=O)N(CC(=O)OCC(=O)c2ccc(Cl)s2)C1=O	10
CCSc1nnc(SCC(=O)Nc2cc(C)on2)s1	0
C/C(=N/NS(=O)(=O)c1ccc(Br)cc1)c1cccc(NC(=O)C2CC2)c1	-1
CCCCn1cnc2c(Sc3c([N+](=O)[O-])ncn3C)nc(N)nc21	10
O=C(CN(C(=O)CSc1nc2ccccc2o1)c1cccc(F)c1)NC1CCCCC1	-3
CCN(CC)C(=O)N1CCc2ccccc2C1CN1C(=O)c2ccccc2C1=O (centres undefined)	-4
O=C(COC(=O)COc1ccc(Br)cc1)NNC(=O)c1ccccc1	1
N#Cc1c(-c2ccc(Cl)cc2)c(-c2ccc(Cl)cc2)nn(CCO)c1=O	-23
C[C@@H]1CN([C@@H](C)CO)C(=O)c2cc(N(C)C)ccc2O[C@@H](C)CCCCO[C@@H]1CN(C)S(=O)(=O)c1cccs1	8
O=S(=O)(c1ccccc1)N1CCN(Cc2nnc(-c3ccccc3)o2)CC1	5
COc1ccc(N2C(=O)C3C4c5ccccc5C(C=Nc5ccc(C)cc5C)(c5ccccc54)C3C2=O)cc1 (centres undefined)	-7
COc1ccccc1CNS(=O)(=O)c1cc(C(=O)N(C)Cc2cccnc2)c(Cl)cc1Cl	6
Cc1ccc(S(=O)(=O)N2C[C@@H](C)[C@]3(C2)[C@H](O)[C@H](OC(=O)NCc2ccccc2F)C[C@H]2C(=O)N(c4ccccc4)C(=O)[C@H]23)cc1	2
O=C1OC2(c3ccccc31)c1ccccc1-c1ccccc12	0
CC1CCC2(CC1)NC(=O)N(CC(=O)c1ccc3c(c1)OCO3)C2=O (centres undefined)	9
Cn1c(SCC(=O)Nc2ccccc2)nc(O)cc1=O	-2
CCOC(=O)C1(NC(=O)C2(N3C(=O)c4ccccc4C3=O)CCCC2)CCCC1	7
CC(NC(=O)Cn1cc([N+](=O)[O-])cn1)c1ccc(C(C)(C)C)cc1 (centres undefined)	4
O=C(CN1C(=O)NC2(CCCCC2)C1=O)NCCc1ccccc1	-12
Cc1nc(NC(=O)COC(=O)CNC(=O)c2ccco2)c(Cl)cc1Cl	-2
COC(Cc1nnc(SC)n1-c1ccc(Cl)cc1)OC	8
CCN1CCN(c2cc(-c3ccc(F)cc3)c3c(n2)CCCCCC3)CC1	-11
CC(C(C(=O)N1CCCCC1)N1CCCCC1)N1CCCCC1 (centres undefined)	-7
Cc1onc(-c2ccccc2)c1C(=O)Nc1ccc(NC(=O)c2c(-c3ccccc3)noc2C)cc1	-4
N#CC1(Nc2cccc(Cl)c2)CCCC1	-3
O=C(OCC(=O)N1CCC(Cc2ccccc2)CC1)c1cccnc1Cl	-14
CCCc1nc2sc3ccccc3c(=O)c2c(=O)n1Cc1ccccc1	-14
CCNC(=S)Nc1ccc2c(c1)oc1ccccc12	-10
O=C(Cc1ccccc1)NCC(=O)N1CCN(Cc2cccc(Cl)c2)CC1	-5
Cc1ccccc1Cc1c(C)nc2c(C(=O)N3CCN(Cc4ccc5c(c4)OCO5)CC3)cnn2c1C	6
O=C(NCC(=O)N1CCN(c2ncccn2)CC1)c1ccccc1OC(F)F	4
O=C(NC1CCCCC1)C(c1cccs1)N(C(=O)C(F)(F)F)c1ccccc1 (centres undefined)	-5
Cc1cccc(NC(=O)CN(C)C(=O)c2ccc(N3CCCCCC3)c([N+](=O)[O-])c2)c1C	-12
CC(NC(=O)COC(=O)CN1C(=O)NC2(CCCC2)C1=O)c1ccc(F)cc1 (centres undefined)	-5
CCOc1ccc(OCCC(=O)Nc2ccc(N3CCOCC3)cc2N2CCOCC2)cc1	-2
CCCCc1nc2cc(C(=O)NCCc3c(C)n[nH]c3C)ccc2o1	-3
O=C(COC(=O)c1ccc2ncsc2c1)NCc1ccccc1Cl	-9
CCCOc1ccc(C(=O)Nc2ccccc2[N+](=O)[O-])cc1	-10
CC1=NN(c2ccccc2)C(=O)/C1=C/c1ccc(-c2ccc(C)c(C(=O)O)c2)o1	7
COc1ccc(Cl)cc1S(=O)(=O)N1CCCC(C(=O)NCC(N)=O)C1 (centres undefined)	-9
NC1=NOC(=O)C1C1CCCCC1 (centres undefined)	-5
Cc1ccc(NS(=O)(=O)c2ccc(Cl)c(N=Nc3c(O)[nH]c(=O)[nH]c3=O)c2)cc1Cl	-5
Cc1ccc[n+](C(C(=S)NCc2ccco2)=C([O-])c2ccccc2Cl)c1	-12
c1ccc(N=Nc2ccc(C3=NCCO3)cc2)cc1	-5
OC(C#Cc1ccccc1)(c1ccccc1)c1ccccc1	-37
COCC(C)n1c(C)cc(C(=O)COC(=O)c2cccn2C)c1C (centres undefined)	-2
CC(C)C(NC(=O)C1CC(=O)N(Cc2ccccc2)C1)c1nc2ccccc2[nH]1 (centres undefined)	-1
CC1CN(S(=O)(=O)c2cccc(C(=O)NCC(c3cccs3)N3CCOCC3)c2)CC(C)O1 (centres undefined)	-7
O=C(CN1CCN(C(C(=O)Nc2cc(C(F)(F)F)ccc2Cl)c2ccccc2)CC1)NC1CC1 (centres undefined)	-2
COc1ccc(CN(C)C(=O)COC(=O)c2cnc(Cl)c(Cl)c2)cc1	-13
CCCOc1c(Br)cc(C(=O)OCc2cc(=O)n3ccsc3n2)cc1OC	12
Cc1cc(NS(=O)(=O)c2ccccc2)ccc1NS(=O)(=O)c1ccccc1	2
CCCOc1c(OC)cccc1C1CC(=O)Nc2cc(OC)c(OC)c(OC)c21 (centres undefined)	-6
COc1ccc(C2C(C#N)=C(N)OC3=C2C(=O)CC(C)(C)C3)c([N+](=O)[O-])c1OC (centres undefined)	5
Cc1noc(C)c1C(=O)OC(C)C(=O)c1ccc(C(C)(C)C)cc1 (centres undefined)	-9
COc1ccccc1NC(=O)COC(=O)C1CC(=O)N(c2ccc3c(c2)OCCO3)C1 (centres undefined)	-4
NC(=O)C1CCCN1Cc1ccc2c(c1)OCO2 (centres undefined)	-6
O=S1(=O)CCN(Cc2cccnc2)CC1	6
C[C@H](CO)N1C[C@H](C)[C@H](CN(C)C(=O)Cc2ccccc2)OCc2cnnn2CCCC1=O	-11
(continued)
SMILES	RXFP1 antag
CC(C)[C@H](NC(=O)OCc1ccccc1)C(=O)OCC(=O)N1CCCCC1	-4
COc1ccc(S(=O)(=O)N2CCCC(C(=O)NCc3cccnc3)C2)cc1C (centres undefined)	-4
COc1ccc(-c2ccc(CN3C(C(C)C)C(=O)N(Cc4cn(CC5CCCCC5)nn4)CCS3(=O)=O)cc2)cn1 (centres undefined)	-4
CC(C=Cc1ccccc1)=NNS(=O)(=O)c1ccc([N+](=O)[O-])cc1	-12
COc1cccc(C2c3c(oc4ccccc4c3=O)C(=O)N2CCCN2CCOCC2)c1OC (centres undefined)	10
Cc1ccc(S(=O)(=O)CCC(=O)Nc2cc(C)on2)cc1	-3
O=C(COC(=O)c1cccc(Br)c1)NCc1ccco1	0
CCOC(=O)C1=C(C)Nc2ccccc2N=C1NC(=O)C1CCN(C(=O)c2ccccc2C)CC1	-10
CCN(CC)C(=O)C1=C(C)N(Cc2ccc(OC)cc2)C(=O)C(CC(=O)NCC2CCCCC2)C1 (centres undefined)	7
COc1ccccc1C(=O)NNC(=O)CN(C)S(=O)(=O)c1ccc(Cl)cc1	1
O=C(NNc1ccccc1)OCc1ccccc1	-2
CCOc1ccccc1C(=O)NCC(=O)NCCSc1ccc(Br)cc1	-10
CC(C)CC1C(=O)N(Cc2cn(CCC3OCCO3)nn2)CCS(=O)(=O)N1Cc1ccc(-c2cccc(N(C)C)c2)cc1 (centres undefined)	1
C[C@@H]1CN([C@H](C)CO)C(=O)CCCn2nncc2CO[C@H]1CN(C)Cc1cccnc1	-5
O=C(NC1CCCCC1)NS(=O)(=O)c1ccc2c(c1)CCC2	-4
COc1ccc(CC(=O)OCC(=O)Nc2ccc3[nH]c(=O)[nH]c3c2)cc1OC	0
Cc1cccc(C(=O)OCC(=O)NC2CC2)c1O	5
Cc1cc(NC(=O)C(Cl)Cl)cc2c1OCO2	-10
Cn1c(=O)n(CC(=O)Nc2cccnc2)c2ccccc21	1
Cn1cc(C(=O)Nc2ccc(Cl)c(Cl)c2)cn1	-2
COc1ccc(NC(=O)N(C)C[C@H]2OCCCC[C@@H](C)Oc3ccc(NC(=O)c4ccccc4)cc3C(=O)N([C@H](C)CO)C[C@@H]2C)cc1	-1
O=C(COC(=O)Cc1n[nH]c(=O)c2ccccc12)Nc1c(Br)cc([N+](=O)[O-])cc1Br	1
Cn1cccc1C(=O)OCC(=O)N1CCc2ccccc2C1	0
Nc1nonc1-n1nnc(C(=O)N/N=C/c2ccco2)c1CSc1ccc(Cl)cc1	3
CC(C)[C@H](NC(=O)c1ccco1)C(=O)OCC(=O)c1ccc(Br)s1	5
Cc1ccc(S(=O)(=O)NCc2ccccc2)cc1C(=O)N1CCN(S(=O)(=O)c2ccccc2F)CC1	4
Cc1ccc(C(=O)NC(C)c2ccc(C)c(C)c2)s1 (centres undefined)	-21
O=C(c1ccccc1)C1CC1c1ccccc1 (centres undefined)	-5
CC(=O)N1N=C(N)SC1c1ccc(Cl)c(Cl)c1 (centres undefined)	4
Cc1cc(NC(=O)CN2C(=O)NC(C)(c3ccccc3Cl)C2=O)no1 (centres undefined)	0
C[C@@H]1CN([C@H](C)CO)S(=O)(=O)c2ccc(Br)cc2O[C@H]1CN(C)C(=O)Nc1ccc(F)cc1	-7
COc1ccc(C(=O)O)cc1S(=O)(=O)NCc1ccncc1	-13
COc1ccc(CNC(=O)COC(=O)c2ccc(S(=O)(=O)N3CCOCC3)cc2)cc1	-19
CC(=O)c1ccc(NC(=O)CSc2nnc(C3CC3)n2C2CC2)cc1	4
CC(=O)c1c(O)cc(=O)oc1-c1ccc(C)cc1	-13
Cc1ccc(CNC(=O)C2CCC(=O)N(Cc3cccc(F)c3)C2)s1 (centres undefined)	6
COc1cccc(C#Cc2ccc3c(c2)O[C@H](CN(C)S(=O)(=O)c2ccccc2F)[C@H](C)CN([C@H](C)CO)S3(=O)=O)c1	-3
CC(=O)Oc1ccccc1C(=O)C=Cc1cccc([N+](=O)[O-])c1	-84*
COc1cccc(CN(C)C(=O)c2ccc(S(=O)(=O)Nc3ccccc3C)cc2)c1OC	-4
COc1cc(/C=C/C(=O)OCC(=O)NC(=O)C2COc3ccccc3O2)ccc1OC(F)F (centres undefined)	-7
CC(=O)Nc1ccc(NC(=O)CSc2nnc(NC(=O)c3ccccc3F)s2)cc1	6
COc1cccc(NC(=O)CN(C)C(=O)c2cc(Cl)nc3ccccc23)c1	0
COc1ccc(Nc2ccc3ccccc3c2)cc1	-24
COc1cc(C(=O)OCC(=O)N2CCCCCC2)c([N+](=O)[O-])cc1OC	-5
Cn1c(SCC(=O)NCC2COc3ccccc3O2)nnc1C(F)(F)F (centres undefined)	4
CCOC(=O)C1(c2ccccc2)SC(C(=O)OCC)(c2ccccc2)S1 (centres undefined)	-2
CC(C)(C)c1ccc(OCCCC(=O)Nc2nnc(C3CC3)s2)cc1	7
c1ccc(NCCc2ccccn2)cc1	-12
Cc1c(Cl)cccc1NC(=S)NCc1ccccc1	4
CCOc1ccc(Br)cc1S(=O)(=O)NCC(c1ccc(OC)cc1)N1CCOCC1 (centres undefined)	-3
O=C(Cn1sc2ccccc2c1=O)Nc1ccccc1	-22
CCc1sc(C(=O)N2CCN(C(=O)c3ccccc3)CC2)cc1C	-1
CCOC(=O)CCCCCC(=O)Nc1ccc2c(c1)C(=O)N([C@H](C)CO)C[C@H](C)[C@@H](CN(C)C(=O)Nc1ccccc1)OCCCC[C@@H](C)O2	6
O=C(COC(=O)c1ccc(Cl)nc1)NCCc1ccc(Cl)cc1	-32
CCOC(=O)c1csc(-c2csc(CCNC(=O)c3ccccc3)n2)n1	-2
CC1=C(C(=O)N(C)C)CC(CC(=O)NCCc2ccccn2)C(=O)N1Cc1ccccc1 (centres undefined)	13
Cc1ccc(C(=O)CCC(=O)CCC(=O)O)cc1	27
CC(C)(C)OC(=O)N1CCN(C(=O)c2ncn3c2c(=O)[nH]c2ccccc23)CC1	-1
COc1ccc(COC(=O)CN2C(=O)NC3(CC(C)CC(C)(C)C3)C2=O)cc1F (centres undefined)	-3
CCN(C(=O)CSc1nnc(C)n1-c1ccc(C)cc1)c1c(N)n(Cc2ccccc2)c(=O)[nH]c1=O	-8
CCCC(=O)Nc1ccc(S(=O)(=O)Nc2nccs2)cc1	2
COc1ccccc1C1OCC(C)(C)CO1	8
CC1(C)CC(NC(=O)c2ccc(F)cc2)CC(C)(C)N1	5

Arranged by number of heavy atoms (rising): 15 of the compounds above.
SMILES	RXFP1 antag
c1ccc(NCCc2ccccn2)cc1	-12
COc1ccccc1C1OCC(C)(C)CO1	8
Cc1ccc(C(=O)CCC(=O)CCC(=O)O)cc1	27
Cc1c(Cl)cccc1NC(=S)NCc1ccccc1	4
CC1(C)CC(NC(=O)c2ccc(F)cc2)CC(C)(C)N1	5
CCCC(=O)Nc1ccc(S(=O)(=O)Nc2nccs2)cc1	2
O=C(COC(=O)c1ccc(Cl)nc1)NCCc1ccc(Cl)cc1	-32
CCc1sc(C(=O)N2CCN(C(=O)c3ccccc3)CC2)cc1C	-1
CC(C)(C)c1ccc(OCCCC(=O)Nc2nnc(C3CC3)s2)cc1	7
CCOC(=O)c1csc(-c2csc(CCNC(=O)c3ccccc3)n2)n1	-2
COc1ccc(COC(=O)CN2C(=O)NC3(CC(C)CC(C)(C)C3)C2=O)cc1F (centres undefined)	-3
CCOc1ccc(Br)cc1S(=O)(=O)NCC(c1ccc(OC)cc1)N1CCOCC1 (centres undefined)	-3
CC1=C(C(=O)N(C)C)CC(CC(=O)NCCc2ccccn2)C(=O)N1Cc1ccccc1 (centres undefined)	13
CCN(C(=O)CSc1nnc(C)n1-c1ccc(C)cc1)c1c(N)n(Cc2ccccc2)c(=O)[nH]c1=O	-8
CCOC(=O)CCCCCC(=O)Nc1ccc2c(c1)C(=O)N([C@H](C)CO)C[C@H](C)[C@@H](CN(C)C(=O)Nc1ccccc1)OCCCC[C@@H](C)O2	6

The list is partial. The share of hits here may be higher or lower than overall.
